Bioassay records: PubChem, National Center for Advancing Translational Sciences (NCATS)
Giardia kill: Giardia lamblia killing. Giardia lamblia trophozoite viability. actives 0.15% (n = 340,000). activity change, % at 7.66 µM, hits read low; in the data active means activity change below about -80%; inconclusive means between about -30% and that limit;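 further: parasites exposed to compound for two days anaerobically before the ATP read; on the % scale 0 is the no-effect control and ±100 the full control effect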
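Each well holds 100 Giardia trophozoites and compound. After two days (48 hrs) at 37 deg C in anaerobic conditions, ATP is quantified by luminescence.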
Coupling enz: coupling enzyme interference in Giardia aldolase counter-screen; coupling enzyme system counterscreen, AmpLite Red fluorescence; activity change, negative = inhibition, % at 58.2 µM, hits read low; actives 0.67% (n = 290,000); AID 2472; in the data active means activity change below about -30%; further: on the % scale 0 is the no-effect control and ±100 the full control effect
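Counterscreen of the coupled detection system alone, without aldolase: glyceraldehyde-3-phosphate coupling enzymes plus AmpLite Red readout. Compounds at 57.5 uM final, 10 min RT preincubation, 20 min RT reaction, fluorescence 525/598 nm.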
RORgamma inh: blocks mouse ROR gamma transcriptional activity; P51450; Drosophila S2 Gal4-RORgamma UAS-luciferase reporter, 20 h; Potency, µM (titrated, usually from 53.6 µM), inactives show at the highest dose activity change, negative = inhibition, actives largely listed as inhibitors; actives 5.4% (n = 310,000); further: potency means the concentration at half of the fitted maximal effect; on the % scale 0 is the no-effect control and ±100 the full control effect; nearly all actives have a fitted effect of over 60% in size
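Using a luciferase readout, inhibitors were identified by reduced reporter activity in Drosophila cells coexpressing a copper-inducible Gal4–ROR gamma fusion and UAS-driven Photinus luciferase, incubated 20 hr after 700 uM copper sulfate.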
Rab9 promoter act: Rab9 promoter activation | Huh7 Rab9 promoter-luciferase reporter, luminescence, 24 h | Potency, µM (highest dose often 9.22 µM), for the others: top-dose activation, negative = inhibition, usual class: activators | actives 2.8% (n = 320,000) | AID 485297; further: potency means the concentration at half of the fitted maximal effect; % of control where 0% means no effect; nearly all actives have a fitted effect of over 60% in size
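Luminescence from Amplite-detected luciferase (10 minutes, ambient) reports Rab9 promoter activation. Before that, stable Rab9-luciferase Huh7 cells (1500/well, reduced-serum OP-MEM I plus 10% FBS) were exposed to compound for 24 hours at 37C.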
Gal4-VP16 FLuc: counter-screen for ROR gamma inhibitors: Gal4-VP16 reporter | Drosophila S2 Gal4-VP16 UAS-luciferase, luminescence, 20 h | Potency, µM (top dose mostly 53.6 µM), for inactives: at the highest dose activity, negative = inhibition, actives largely listed as inhibitors | actives 3.5% (n = 310,000) | AID 2546;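 further: Gal4-VP16 expression switched on by copper sulfate through the metallothionein promoter; potency means the concentration at half of the fitted maximal effect; on the % scale 0 is the no-effect control and ±100 the full control effect; nearly all actives have a fitted effect of over 50% in size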
Tb PFK inh: T. brucei PFK enzyme inhibition; T. brucei PFK, ADP-Glo luminescence; Potency, µM (highest dose often 57.5 µM), for inactives: top-dose activity, negative = inhibition, actives largely listed as inhibitors; O15648; AID 485367; actives 0.17% (n = 330,000);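 further: potency means the concentration at half of the fitted maximal effect; 0% = uninhibited 1x PFK enzyme wells and -100% = no-enzyme wells; nearly all actives have a fitted effect of over 60% in size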
Target sequence (O15648 whole entry, looked up): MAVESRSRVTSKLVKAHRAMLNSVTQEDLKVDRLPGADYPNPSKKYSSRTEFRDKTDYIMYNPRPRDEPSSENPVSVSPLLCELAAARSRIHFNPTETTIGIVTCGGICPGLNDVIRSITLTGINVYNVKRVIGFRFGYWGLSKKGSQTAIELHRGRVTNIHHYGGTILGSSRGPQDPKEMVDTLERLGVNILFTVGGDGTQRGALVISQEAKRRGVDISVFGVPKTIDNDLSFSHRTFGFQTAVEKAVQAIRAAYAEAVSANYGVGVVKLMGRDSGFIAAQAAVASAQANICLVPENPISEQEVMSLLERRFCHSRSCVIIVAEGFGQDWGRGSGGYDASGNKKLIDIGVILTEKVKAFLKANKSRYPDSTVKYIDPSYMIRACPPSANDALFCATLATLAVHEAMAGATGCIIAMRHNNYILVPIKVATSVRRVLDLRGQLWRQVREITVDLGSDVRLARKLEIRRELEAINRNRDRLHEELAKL
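PFK 1.25 nM, F6P 0.5 mM, ATP 0.1 mM, 0.1 M TEA pH 8.0, 5 mM MgCl2, 0.01% Tween20, 0.1% BSA; 45 min RT. ADP-Glo readout. qHTS titration up to 57 uM; curves fitted, compounds curve-classed.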
NPC1 prom act: NPC1 promoter activation | Huh7 NPC1 promoter luciferase reporter, 24 h | Potency, µM (doses to about 9.22 µM), inactives show at the highest dose activation, hits mostly activators | actives 2.4% (n = 320,000);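 further: potency means the concentration at half of the fitted maximal effect; % of control where 0% means no effect; nearly all actives have a fitted effect of over 60% in size; reporter is driven by a mutant NPC1 promoter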
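Luminescence read-out of NPC1 promoter-driven luciferase in stably transfected Huh7 cells; compounds delivered in DMSO and left 24 h at 37C, 5% CO2, qHTS titration format.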
uPA surface inh: inhibitors of cell surface uPA generation. cell surface uPA generation assay, qHTS. Potency, µM (highest dose often 38.3 µM), without a hit: top-dose activity change, negative = inhibition, most hits filed as inhibitors. actives 0.31% (n = 330,000); active means well fitted inhibition curve with a large enough effect; inconclusive means small, poorly fitted or top-dose-only effect; inactive means no such curve, though single readings can be large or run the other way; tested in mouse RAW 264.7 cells; further: potency means the concentration at half of the fitted maximal effect; on the % scale 0 is the no-effect control and ±100 the full control effect; nearly all actives have a fitted effect of over 55% in size
FLuc counter: inhibits or activates purified firefly luciferase, miR-21 counter-screen; actives 6.9% (n = 360,000); purified FLuc, Km substrates, luminescence inhibition; P08659; Potency, µM (doses to about 57.5 µM), for inactives: at the highest dose activity change, negative = inhibition, hits mostly inhibitors;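 further: potency means the concentration at half of the fitted maximal effect; plate controls were vehicle for no effect and reference inhibitor for full effect; nearly all actives have a fitted effect of over 55% in size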
Target sequence (P08659 whole entry, looked up): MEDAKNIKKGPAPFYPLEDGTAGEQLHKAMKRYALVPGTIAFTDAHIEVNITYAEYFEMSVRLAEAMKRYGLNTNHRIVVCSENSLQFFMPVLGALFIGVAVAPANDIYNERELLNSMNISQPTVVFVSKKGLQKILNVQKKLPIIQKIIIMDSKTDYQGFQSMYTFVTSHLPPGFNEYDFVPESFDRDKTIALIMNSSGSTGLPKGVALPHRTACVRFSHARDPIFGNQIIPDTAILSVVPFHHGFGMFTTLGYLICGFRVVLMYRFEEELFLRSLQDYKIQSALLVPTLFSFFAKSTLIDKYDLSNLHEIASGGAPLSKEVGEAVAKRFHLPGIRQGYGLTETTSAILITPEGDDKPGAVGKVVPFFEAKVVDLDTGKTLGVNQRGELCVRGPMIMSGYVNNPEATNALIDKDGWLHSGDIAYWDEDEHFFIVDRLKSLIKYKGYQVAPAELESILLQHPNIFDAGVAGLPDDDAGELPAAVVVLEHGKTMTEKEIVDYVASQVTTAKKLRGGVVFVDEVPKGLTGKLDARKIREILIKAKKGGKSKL
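Purified P. pyralis luciferase, 10 nM final, with Km-level 10 uM D-luciferin and 10 uM ATP in 50 mM Tris acetate pH 7.5, 10 mM Mg acetate, 0.01% Tween-20, 0.05% BSA; 6-point qHTS titration about 60 µM downward; luminescence read.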
KCNH2 3.1 block: inhibitors of human KCNH2 3.1 potassium channel isoform | U2OS KCNH2 3.1, thallium flux FluxOr; stronger effect = lower value | activity change, % (tested at about 1.8 µM) | actives 0.95% (n = 340,000) | AID 720553;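 active means maximum activity change below -70%; inconclusive means maximum activity change from -70% to -50%; inactive means maximum activity change above -50%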;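 further: thallium influx rate constant from kinetic fluorescence after stimulation buffer; on the % scale 0 is the no-effect control and ±100 the full control effect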
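We transduce U2OS cells with the mutant 3.1 virus, culture them overnight, load FluxOr with Red40 quencher for 45 min, then add stimulation buffer and read kinetically for 2 min to derive a normalized rate constant.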
ELG1 genotoxic: genotoxicity induction in ELG1-luciferase HEK293T cells; actives 1.3% (n = 330,000); AID 504466; HEK293T ELG1-luciferase reporter, luminescence, 16 h; Potency, µM (titrated, usually from 46 µM), without a hit: at the highest dose activity change, positive = activation, actives largely listed as activators; further: potency means the concentration at half of the fitted maximal effect; % of control where 0% means no effect; nearly all actives have a fitted effect of over 60% in size
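HEK293T cells expressing luciferase-tagged ELG1 were exposed to compound or DMSO vehicle for 16 hr at 37 °C and 5% CO2. Luciferase activity was then measured with ONE-Glo after 30 min at room temperature.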
* = called active by the depositor; ? = inconclusive; · = no result given; & = joins results of further samples; [ ] = dose if it differs, or a comment. Unless noted, the call rests on the fitted dose curve; in most records, active means well fitted curve in the direction sought with a large enough effect; inconclusive means small, poorly fitted or top-dose-only effect, or another doubt; inactive means no such curve, though single readings can be large; an effect the other way counts as inactive or inconclusive.

Order of results: RORgamma inh | Rab9 promoter act | KCNH2 3.1 block | Giardia kill | Coupling enz | NPC1 prom act | Gal4-VP16 FLuc | ELG1 genotoxic | FLuc counter | Tb PFK inh | uPA surface inh
> CCCn1c(C(=O)OC)cc2c1ccn2-c1ccc(F)cc1
    30% | -18% | -11 | -1 | · | 0% | ? | -5% | ? | 0% | -7%
> COc1ccccc1CCNC(=O)C(=O)NCC1OCCN1S(=O)(=O)c1ccccc1 (stereo not given)
    25% | -3% | -24 | -5 | 1 | 0% | -18% | 1% | 7% | 3% | 7%
> COc1ccc(NC(=O)NN2CCN(C)CC2)c(OC)c1
    10% | 1% | 10 | 11 | · | 1% | 13% | -4% | -1% | 9% | 0%
> COCCN(Cc1ccccc1)C(=O)c1cccc(S(=O)(=O)N2CCN(c3ccccc3)CC2)c1
    · | 0% | -15 | -11 | · | -9% | · | -4% | 0% | 6% | -10%
> Cc1ccc(CC(=O)N2CCN(S(=O)(=O)c3ccccc3)CC2)cc1C
    · | -2% | 2 | 2 | · | -6% | · | -2% | 2% | 16% | 2%
> CCn1c(C)nc2cc(C(=O)NNS(=O)(=O)c3c(F)cc(F)c(Cl)c3F)ccc21
    -4% | 1% | 1 | -2 | 2 | 1% | -1% | 0% | ? | -1% | -1%
> CCOc1ccc(N=C/C=C/c2ccccc2)c(O)c1
    -12% | ? | 2 | 2 | -32* | ? | 3% | ? | 8.5µM* | 1% | 4%
> COc1ccc(-c2onc(C)c2-c2cnn(-c3ccccc3)c2)c(O)c1C
    ? | -7% | -4 | 8 | 0 | -4% | -6% | -9% | ? | 0% | 0%
> Cc1ccc(NC2=C/C(=N/S(=O)(=O)c3cccs3)c3ccccc3C2=O)cc1C
    ? | ? | 33 | -9 | -26 | ? | -28% | 1% | -12% | -8% | -5%
> Cc1ccc2[nH]c(O)c(N=Nc3nc4ccccc4s3)c2c1
    2.8µM* | -5% | 11 | 0 | 2 | 19% | -2% | -11% | -10% | 1% | 1%
> Cn1c(SCC(=O)Nc2ccc(NC(=O)c3ccccc3)cc2)nnc1-c1ccncc1
    -15% | 2% | -9 | -7 | 2 | 1% | -5% | 12% | ? | 0% | -3%
> COC(=O)CN1C(=O)C(O)(CC(=O)c2ccccc2)c2ccccc21 (stereo not given)
    -3% | 10% | 2 | 6 | 3 | -2% | 9% | -1% | -1% | -12% | -2%
> Cc1cc(Br)ccc1NC(=O)CN1C(=O)C2CC=CCC2C1=O (stereo not given)
    · | -3% | 1 | ? | · | -2% | · | 1% | 1% | -9% | -8%
> O=C(Nc1cc([N+](=O)[O-])ccc1F)c1ccc2c(c1)OCCO2
    33% | ? | 0 | -13 | 0 | 29% | -15% | 10% | -19% | 2% | -9%
> Cc1onc(-c2ccccc2)c1C(=O)Nc1nnc(CC(C)(C)C)s1
    ? | 3% | -10 | -4 | 4 | 0% | ? | 9% | -5% | -6% | -2%
> c1ccc2[nH]c(NCCN3CCOCC3)nc2c1
    14% | · | 18 | 4 | -2 | · | 4% | · | -15% | · | 8%
> CCC1CCCCN1CCCNC(=O)c1cc2c(=O)oc3ccc(C)cc3c2s1 (stereo not given)
    -10% | 0% | 4 | -5 | · | 0% | -7% | 3% | 0% | 0% | -26%
> Cc1cccc(-n2cc[nH]c2=S)c1
    7.9µM* | -5% | -11 | -7 | 2 | 0% | ? | 0% | -6% | -2% | 4%
> COc1ccccc1NC(C)C(=O)N/N=C/c1cccs1 (stereo not given)
    -26% | -1% | 4 | -5 | -2 | 1% | 4% | -5% | 2% | -4% | -1%
> CCCc1cc(=O)[nH]c(SCC(=O)Nc2sc(C(N)=O)c(C)c2C(=O)OCCOC)n1
    · | -1% | -29 | -2 | · | 1% | · | -7% | 7% | -4% | ?
> O=C(NCCCN1CCOCC1)c1ccc(S(=O)(=O)Nc2ccccc2F)cc1
    · | 8% | -4 | -5 | · | -1% | · | -2% | -1% | 17% | -22%
> CCOC(=O)N1CCC(N2Cc3cccc(C(=O)NCc4ccc(C)cc4)c3C2=O)CC1
    13% | -3% | -21 | 11 | -1 | -4% | 3% | -5% | -1% | 2% | 14%
> O=C(NCCCN1CCCC1=O)c1cc(-c2ccc(F)cc2)nc2ccccc12
    · | · | -6 | 32[activator] | · | · | · | -5% | · | -2% | -3%
> N=C1/C(=C/c2ccc(-c3cccc(C(=O)O)c3)o2)C(=O)N=C2SC(CC(=O)N3CCOCC3)=NN12
    4% | 12% | · | -11 | 7 | 10% | -5% | 6%[9.26 µM] | ? | -7% | 7%
> CC1CC(C(F)(F)F)n2ncnc2N1 (stereo not given)
    22% | -4% | -1 | -6 | -1 | -5% | 5% | -5% | 0% | 4% | 7%
> CC(C)C(C(=O)NCC1CCCO1)N(C(=O)CNS(=O)(=O)c1ccccc1)C1CCCCC1 (stereo not given)
    0% | -4% | 5 | -3 | -2 | -3% | -10% | 0% | 1% | -3% | 1%
> Fc1ccc(/C=N/NC2=Nc3cccc4cccc2c34)cc1
    1.1µM* | 1.6µM* | -15 | 2 | -7 | 1.6µM* | ? | 12µM* | 1.7µM* | -3% | -3%
> COC/C=C/C1=CC2=CC(=O)C(C)(OC(=O)c3cnc4ccccc4n3)C(=O)C2=CN1c1ccccc1 (stereo not given)
    -10% | -2% | -2 | -15 | 0&-7 | -3% | -3% | 8% | 5% | 5% | ?
> C=CCN(C(=O)Nc1ccccc1)C1CC(=O)N(c2ccc(OC)cc2)C1=O (stereo not given)
    -15% | -10% | 6 | 9 | 0 | 1% | 7% | -3% | 1% | -1% | ·
> O=C(CCC(=O)c1ccc(Oc2ccccc2)cc1)Nc1cccc(Cl)c1
    4% | -1% | 5 | 3 | 3 | 0% | -6% | 1% | 1% | 0% | -4%
> COC(=O)c1cc(C#N)c(N2CCN(C)CC2)nc1C
    -6% | -3% | -12 | -9 | 2 | 0% | 5% | 3% | 0% | 1% | -9%
> COC(=O)c1cc(C(=O)N2CCc3ccccc32)cc([N+](=O)[O-])c1
    -10% | 5% | -6 | 0 | 11 | 3% | -3% | 4% | 0% | -1% | -4%
> O=C(Nc1ccc(F)cc1F)N1CCCC(c2nc(-c3ccc(F)cc3)no2)C1 (stereo not given)
    2% | -1% | 31 | -1 | 0 | 0% | -4% | -3% | ? | -1% | 1%
> O=C(Cn1cc2c(n1)CCCCC2)Nc1c(F)c(F)cc(F)c1F
    1% | 3% | 1 | ? | -1 | -1% | 12% | -4% | 2% | -5% | 9%
> COc1ccccc1NC(=O)CCSc1nnc(-c2ccc(O)cc2)o1
    14µM* | -2% | 21 | -20 | 0 | -1% | ? | 3% | ? | 1% | 5%
> Cc1ccc(S(=O)(=O)/N=C2\C=C(Nc3cccc(C(=O)O)c3)C(=O)c3ccccc32)c(C)c1
    ? | -23% | -2 | -13 | -43* | -14% | ? | -27% | ? | -16% | -3%
> COc1ccc(C(=O)N2CCN(c3ccc(NC(=O)c4cccs4)cc3)CC2)cc1
    35% | 1% | -92* | -2 | 0 | -6% | -8% | -24% | -1% | 1% | 7%
> COc1cccc(-n2c(N)cc(=O)nc2SCC(=O)N2CCN(c3ccccc3)CC2)c1
    -10% | 7% | -9 | 4 | · | 1% | 6% | 1% | 6% | -7% | 3%
> Cc1ccc(NC(=O)c2ccco2)c(NC(=O)c2cccs2)c1
    26% | -7% | -11 | 11 | 4 | 2% | -1% | -1% | -2% | -1% | -5%
> COc1ccc(CNC(=O)C(=O)NCC(c2ccco2)N2CCOCC2)cc1 (stereo not given)
    24% | -4% | 6 | -1 | 4 | 3% | 3% | 2% | 0% | 3% | 0%
